Source: PubChem
PTAP TSG101 blk: blocks PTAP/TSG101 interaction to inhibit HIV-1 budding; Q99816; Fluorescence polarization, FITC-PTAP peptide / Tsg101 binding; Potency, µM (titrated, usually from 115 µM), without a hit: at the highest dose activity change, negative = inhibition, usual class: inhibitors; 340,000 tested, under 10 active; AID 493005; active = well fitted inhibition curve with a large enough effect in the main read-out, with a control signal flat, not every such curve was filed as active; inconclusive = small, poorly fitted or top-dose-only effect, or effect the other way, or a change in a side signal; inactive = no such curve, though single readings can be large or run the other way; also: potency is read from the fitted curve at half-maximal effect; % of control where 0% means no effect
Target sequence (Q99816 whole entry, looked up): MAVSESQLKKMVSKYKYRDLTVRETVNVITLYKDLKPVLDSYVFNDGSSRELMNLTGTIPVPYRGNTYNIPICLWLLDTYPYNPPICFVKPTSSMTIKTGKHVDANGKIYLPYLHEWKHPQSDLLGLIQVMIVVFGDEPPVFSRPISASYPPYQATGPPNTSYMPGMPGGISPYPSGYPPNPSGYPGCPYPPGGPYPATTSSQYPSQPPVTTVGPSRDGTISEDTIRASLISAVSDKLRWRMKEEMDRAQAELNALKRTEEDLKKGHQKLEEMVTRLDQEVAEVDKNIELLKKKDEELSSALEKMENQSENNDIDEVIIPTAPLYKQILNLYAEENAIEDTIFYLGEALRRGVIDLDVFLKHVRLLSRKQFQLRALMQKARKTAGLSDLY
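Fluorescence anisotropy tracks displacement of a FITC-tagged PTAP peptide (50 nM) from the Tsg101 binding domain (10 uM), following a 20 min room-temperature incubation at pH 7.5.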
Chronic BCR inh: blocks chronic active B-cell receptor signaling; ABC-DLBCL IkBa-CBG/CBR reporter, luminescence ratio, 4 h; Potency, µM (series often up to 46.1 µM), for the others: top-dose ratio change, negative = lower green/red ratio, actives largely listed as inhibitors; actives 0.05% (n = 340,000); active = well fitted inhibition curve with a large enough effect in the signal ratio, with a control signal flat, not every such curve was filed as active; inconclusive = small, poorly fitted or top-dose-only effect, or effect the other way, or a change in a side signal; the % refers to the signal ratio;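 also: potency is read from the fitted curve at half-maximal effect; plate controls were basal doxycycline-induced cells for no effect and cells given 10 µM MG132 for full effect; MG132 reads +100%, hits lower the ratio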
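Cell line TMD8 (human ABC DLBCL), stably expressing tet-inducible CBG68-IkBa fusion and CBR; IMDM/0.5% FBS; cpd up to 46 uM; dox induction, 4 h, 37C/5% CO2; dual luminescence; green/red ratio; MG132 control.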
Giardia killer: kills Giardia lamblia. Giardia lamblia trophozoite viability. activity change, % at 7.66 µM, hits read low. actives 0.15% (n = 340,000). AID 540267; in the data active = activity change below about -80%; inconclusive = between about -30% and that limit;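 also: parasites exposed to compound for two days anaerobically before the ATP read; % is scaled to controls: 0 for no effect and ±100 for the full control effect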
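Compounds were tested on trophozoites seeded at 100 cells/well and held 48 hrs at 37 deg C anaerobically. An ATP-based luminescent kit measured the remaining live cells.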
PKM2 act: PKM2 (human) enzyme activation; actives 0.34% (n = 260,000); AID 1631; Potency, µM (titrated, usually from 57.5 µM), for the others: top-dose activation, hits mostly activators; purified PKM2, Kinase-Glo ATP luminescence, activation; response scale: 0% is enzyme alone, no compound; P14618; also: potency is read from the fitted curve at half-maximal effect; % is scaled to controls: 0 for no effect and ±100 for the full control effect; nearly all actives have a fitted effect of over 55% in size
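Purified hPK-M2 (>95% pure) converted ADP (0.1 mM final) to ATP with 0.5 mM PEP in 50 mM imidazole pH7.2, KCl, MgCl2, Tween 20, BSA; 1 h at room temperature. ATP detected by Kinase-Glo luminescence.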
Tb PFK inh: blocks T. brucei phosphofructokinase; O15648; T. brucei PFK, ADP-Glo luminescence; Potency, µM (titrated, usually from 57.5 µM), without a hit: at the highest dose activity, negative = inhibition, hits mostly inhibitors; actives 0.17% (n = 330,000); AID 485367;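 also: potency is read from the fitted curve at half-maximal effect; 0% = uninhibited 1x PFK enzyme wells and -100% = no-enzyme wells; nearly all actives have a fitted effect of over 60% in size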
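ADP-Glo luminescence quantified ADP after 45 min at room temperature, with 1.25 nM T. brucei PFK, 0.1 mM ATP and 0.5 mM fructose-6-phosphate in pH 8.0 TEA buffer. qHTS titrations up to 57 µM; curves classified by quality.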
a7 integrin act: integrin-mediated muscular dystrophy alleviation activation; alpha7betagal myoblasts, beta-gal FDG fluorescence, 48 h; Potency, µM (top dose mostly 38.3 µM), inactives show top-dose activation, hits mostly activators; actives 0.064% (n = 350,000);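 also: potency is read from the fitted curve at half-maximal effect; 100% = response of the positive control SU9516; nearly all actives have a fitted effect of over 60% in size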
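alpha7betagal+/- myoblasts (passage 13, 250/well) treated 48 h at 37C with compounds at 1:260 dilution of DMSO stock. Lysed, then beta-galactosidase activity read as FDG fluorescence (ex 480/em 540) after 30 min, with pre-read for autofluorescence.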
ASM inhibitor: blocks human secretory acid sphingomyelinase. P17405. placental ASM, HMU-PC fluorogenic substrate, 60 min. Potency, µM (doses to about 57.5 µM), without a hit: top-dose activity change, negative = inhibition, most hits filed as inhibitors. actives 0.006% (n = 340,000). AID 504937; also: potency is read from the fitted curve at half-maximal effect
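Fluorescence read-out (Ex 386 nm, Em 447 nm) after stopping the reaction at pH 10. Enzyme: ASM from human placenta; substrate HMU-PC0, 9 uM final; 60 min, 37 °C. Compound preincubation 10 min, ambient temperature.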
Menin MLL FP TR: displaces Texas Red mutant MLL peptide from human menin | O00255 | Menin + Texas Red MLL mutant peptide, fluorescence polarization | Potency, µM (series often up to 61.6 µM), without a hit: at the highest dose FP activity change, negative = inhibition, actives largely listed as inhibitors | actives 0.23% (n = 270,000) | AID 1768; active = well fitted inhibition curve with a large enough effect in the polarisation, with a control signal flat, not every such curve was filed as active; inconclusive = small, poorly fitted or top-dose-only effect, or effect the other way, or a change in a side signal; inactive = no such curve, though single readings can be large or run the other way; the % refers to the polarisation; also: potency is read from the fitted curve at half-maximal effect; % of control where 0% means no effect; many of its hits are not listed in these tables
GALK inh: galactokinase (human) inhibition. actives 0.007% (n = 270,000). Potency, µM (top dose mostly 57.5 µM), inactives show at the highest dose activity change, negative = inhibition, usual class: inhibitors. P51570. Purified GALK, Kinase-Glo residual ATP luminescence. AID 1868; also: potency is read from the fitted curve at half-maximal effect; % is scaled to controls: 0 for no effect and ±100 for the full control effect
Target sequence (P51570 whole entry, looked up): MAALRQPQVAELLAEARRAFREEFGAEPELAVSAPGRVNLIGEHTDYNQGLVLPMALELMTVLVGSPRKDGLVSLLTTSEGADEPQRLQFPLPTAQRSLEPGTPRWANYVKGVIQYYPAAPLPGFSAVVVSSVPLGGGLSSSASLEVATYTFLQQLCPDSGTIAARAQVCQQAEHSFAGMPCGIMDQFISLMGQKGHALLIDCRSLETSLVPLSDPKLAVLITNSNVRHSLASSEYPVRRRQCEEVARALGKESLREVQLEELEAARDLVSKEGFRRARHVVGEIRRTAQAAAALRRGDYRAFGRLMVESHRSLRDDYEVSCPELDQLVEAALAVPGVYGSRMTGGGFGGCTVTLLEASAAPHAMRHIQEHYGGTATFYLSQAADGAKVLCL
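ATP-depletion format; final 35 uM ATP, 100 uM D-galactose, 5 nM enzyme; pH 8.0 HEPES/Mg2+ buffer; 60 min RT; luminescence read 10 min after detection reagent.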
B2AR arrestin: recruits beta-arrestin to the human beta2-adrenergic receptor. P07550. AID 492947. Potency, µM (doses to about 46.1 µM), without a hit: top-dose activation, usual class: activators. beta-arrestin recruitment to beta2AR, cell-based reporter. actives 0.02% (n = 330,000);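 also: potency is read from the fitted curve at half-maximal effect; 0% = DMSO controls and full agonism = EC100 isoproterenol or metaproterenol; nearly all actives have a fitted effect of over 65% in size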
FBPA coupling cs: coupling enzyme interference in Giardia aldolase counter-screen; coupling enzyme system counterscreen, AmpLite Red fluorescence; activity change, negative = inhibition, % at 58.2 µM, hits read low; actives 0.67% (n = 290,000); in the data active = activity change below about -30%; also: % is scaled to controls: 0 for no effect and ±100 for the full control effect
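Activity here indicates interference with the coupling reaction, not aldolase inhibition. Compounds at 57.5 uM final met coupling enzymes for 10 min at RT; substrate and AmpLite Red detection followed, with a 525/598 nm fluorescence read after 20 min.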
* = called active by the depositor; ? = inconclusive; . = not tested or not shown; [ ] = remark or other dose. Unless noted, calls follow the shape of the dose curve; as a rule, active = well fitted curve in the direction sought with a large enough effect; inconclusive = small, poorly fitted or top-dose-only effect, or another doubt; inactive = no such curve, though single readings can be large; an effect the other way counts as inactive or inconclusive. The list is partial; count on the stated rates, not on these rows.

Results follow in this order: Giardia killer	GALK inh	a7 integrin act	Chronic BCR inh	Menin MLL FP TR	FBPA coupling cs	ASM inhibitor	Tb PFK inh	PKM2 act	B2AR arrestin	PTAP TSG101 blk
[1] COC(=O)C(C)Sc1nc2c(cnn2-c2ccc(C)cc2)c(=O)[nH]1 (centres undefined)
 : -6.9	-4.8%	5.5%	7.5%	.	3.8	-5.8%	1.2%	0.3%	0.5%	-6.3%
[2] CC1=NN(C(=O)COc2ccccc2)C(O)(c2ccccc2)C1 (centres undefined)
 : -1.3	2.4%	-6.4%	-9.9%	-2.1%	1.1	-2.4%	-0.4%	14.5%	-0.5%	0.8%
[3] CCC(C(=O)Nc1cccc(C(=O)O)c1C)c1ccccc1 (centres undefined)
 : 21.1	2.3%	2.3%	3.5%	-7.8%	2.1	2.6%	-2.1%	6.4%	-0.4%	-1.9%
[4] Cn1c(SCc2ccc(Cl)cc2Cl)nc(C(F)(F)F)cc1=O
 : 16.4	4.3%	-24.2%	4.3%	-0.2%	-4.2	-1.4%	-11.1%	-8.9%	-0.1%	-8.0%
[5] COc1ccc(CCN(C(=O)C(F)(F)F)C(C(=O)NC2CCCCC2)c2ccc(C)s2)cc1OC (centres undefined)
 : -2.5	-2.0%	-7.9%	5.4%	?	1.9	-3.1%	-4.1%	0.9%	-2.0%	-0.9%
[6] CCOC(=O)C1CCN(Cc2ccc(O)c3ncccc23)CC1
 : -21.7	-1.2%	-51.4%[inhibitor]	-11.6%	-16.8%	-8.0	0.5%	-2.6%	-1.2%	?	-0.1%
[7] O=C(CSc1nc2ccccc2c(=O)[nH]1)N1CCN(c2ccccc2)CC1
 : 3.5	-0.3%	-40.9%	0.5%	.	.	.	3.8%	-2.3%	-0.1%	-6.4%
[8] Cc1cc(C)cc(C(=O)OCC(=O)N2CCCCCC2)c1
 : -13.9	.	-2.2%	?	.	.	5.3%	5.1%	.	0.3%	-3.4%
[9] N#CC1=C(N)C2=CCCC[C@H]2[C@H](c2cccc(F)c2)C1(C#N)C#N
 : -8.7	0.0%	-23.6%	-10.4%	-1.9%	-0.9	12.4%	-0.7%	4.4%	3.2%	-0.7%
[10] O=C(NCC1CCCO1)c1cccc(S(=O)(=O)Nc2ccc(SC(F)F)cc2)c1 (centres undefined)
 : -10.4	.	4.2%	-5.2%	.	.	-3.9%	-8.3%	.	0.0%	-2.8%
[11] C[C@H](NC(=O)c1nc[nH]c1C(=O)NC1CCN(C(=O)OC(C)(C)C)CC1)C(=O)OC(C)(C)C
 : 6.3	2.4%	-33.0%	0.0%	?	-7.3	-0.2%	-2.8%	-3.5%	0.0%	-18.6%
[12] COc1ccccc1NC(=S)N1CCC(C(=O)c2ccc(F)cc2)CC1
 : -19.5	-2.7%	-12.0%	12.0%	5.8%	1.4	-2.0%	-0.9%	-2.8%	0.1%	0.1%
[13] CCOC(=O)C1CCN(S(=O)(=O)c2ccc3c4c(cccc24)C(=O)N3)CC1
 : -6.5	1.4%	0.9%	?	3.8%[11.7 µM]	1.6	440.4%[activator]	-5.2%	2.0%	0.1%	-3.0%
[14] O=C(N1CCC(n2nc(-c3ccccc3)oc2=O)CC1)C1(c2ccc(Cl)cc2)CC1
 : -18.6	4.1%	-12.5%	-15.4%	-18.1%	2.5	-6.1%	5.0%	0.0%	0.3%	-2.8%
[15] Cc1cc(C)c(/C=N/NC(=O)c2nnn(-c3nonc3N)c2COc2ccc(F)cc2)c(C)c1
 : -1.5	0.6%	-10.0%	27.3%	.	-0.8	-7.5%	-2.1%	-3.7%	0.1%	-0.7%
[16] Cc1cc(/C=N/NC(=O)c2ccsc2)c(C)n1-c1cnccn1
 : -1.7	0.2%	8.2%	?	-15.3%	-4.3	-1.0%	-0.7%	2.7%	0.2%	-9.6%
[17] CN1C(=O)C(CCC(=O)O)NC1=S (centres undefined)
 : 3.0	-3.6%	-10.3%	1.7%	.	-0.1	-4.5%	0.9%	-0.4%	0.0%	-10.5%
[18] O=C(Nc1nnc(-c2ccccc2Cl)o1)c1ccc(S(=O)(=O)N2CCCCCC2)cc1
 : -4.9	-3.9%	-32.9%	?	?	12.0	-1.2%	0.6%	-3.9%	-0.6%	-3.6%
[19] O=C(NCc1cccnc1)c1cc2nc(-c3ccc4c(c3)OCO4)cc(C(F)(F)F)n2n1
 : -6.7	-0.6%	-26.7%	-8.1%	-14.5%	-0.8	175.2%[activator]	-0.9%	-0.3%	0.4%	-2.5%
[20] COc1cc(/C=N\NC(=O)c2ccc(-c3ccccc3)cc2)ccc1OCC(N)=O
 : 8.1	4.8%	20.2%	1.5%	?	1.3	7.9%	0.1%	6.4%	-0.3%	2.3%
[21] CNC(C)C#Cc1ccc2oc3cccc(OC)c3c(=O)c2c1 (centres undefined)
 : -7.3	.	12.1%	?	-23.2%	-0.9	101.1%[activator]	0.1%	-2.0%	2.6%	-10.4%
[22] CN1C(=O)CC(N2CCN(CC(=O)N3CCCC3)CC2)C1=O (centres undefined)
 : 8.5	2.7%	2.0%	-0.1%	-10.3%	0.4	3.2%	2.5%	1.6%	-0.2%	-0.4%
[23] Cc1c(CCC(=O)O)c(=O)oc2cc(OCc3cccc(Cl)c3)ccc12
 : -13.1	0.4%	-40.0%	?	18.8%	16.1	2.0%	?	.	0.8%	-13.9%
[24] O=C(CSc1nnc(CNC(=O)c2cccs2)o1)Nc1ccc(F)cc1F
 : -1.7	-4.2%	-16.6%	-1.8%	.	.	0.4%	-4.4%	.	-0.4%	-3.0%
[25] CC1(C)CC2c3cccc(C(=O)O)c3C(=O)N2c2c1ccc1ccccc21 (centres undefined)
 : -7.3	0.9%	25.2%	-0.1%	-0.4%	6.0	-1.3%	-0.1%	-6.9%	-0.6%	-1.0%
[26] O=C(NCc1ccc(OC(F)(F)F)cc1)C1CC2Cn3c(nc4ccccc43)C2N1Cc1ccccc1 (centres undefined)
 : 5.3	.	-24.7%	-5.7%	2.0%	0.5	-7.9%	0.2%	-1.0%	0.4%	-7.0%
[27] COCCn1c(SCC(=O)Nc2ccc3c(c2)OCCO3)nnc1C(C)C
 : -19.8	-0.1%	13.7%	3.6%	-7.2%	0.3	-1.9%	4.7%	0.9%	-0.2%	-3.3%
[28] CN(C)CCN(Cc1ccccc1)S(=O)(=O)c1ccc2c(c1)n(C)c(=O)c(=O)n2C
 : 10.4	0.3%	4.7%	9.7%	.	1.8	-1.8%	1.0%	1.8%	0.3%	-1.7%
[29] Cc1ccc(N2CC(NS(=O)(=O)c3cccs3)CC2=O)cc1C (centres undefined)
 : -6.5	.	15.9%	4.7%	.	.	-0.1%	-13.6%	.	0.2%	-3.5%
[30] CC12CC(NC(=O)N1c1cccc(C(=O)N3CCN(c4ccccc4F)CC3)c1)c1ccccc1O2 (centres undefined)
 : -15.3	1.1%	-29.7%	?	?	6.1	0.5%	0.4%	-2.4%	-0.2%	-7.3%
[31] COc1cc2c(-c3ccccc3O)nc3c(c(C)nn3-c3ccccc3)c2cc1OC
 : 11.4	1.2%	-11.7%	14.2%	12.9%	3.4	38.9%[activator]	7.0%	-1.8%	-1.8%	2.1%
[32] Cc1cc(NC(=O)c2ccc3c(c2)OCO3)no1
 : -15.5	-0.2%	29.7%	-6.0%	-0.8%	0.4	5.0%	-6.2%	-16.8%	-0.1%	-0.9%
[33] CCOc1cc(/C=C2\SC(=Nc3ccc(CC)cc3)NC2=O)ccc1OCC(=O)O
 : -17.5	3.4%	?	1.1%	?	9.7	13.3%	-16.8%	.	0.4%	-0.5%
[34] CC(C)OC(=O)c1cccc(C(=O)O)n1
 : -1.0	-1.9%	4.8%	-0.6%	2.6%	-0.7	3.1%	-13.4%	-11.0%	-0.3%	2.5%
[35] Cc1coc2c1c(C)cc1oc(=O)c(CC(=O)N[C@@H](C)C(=O)O)c(C)c12
 : 9.3	.	14.6%	1.8%	-23.0%	3.2	52.3%[activator]	4.9%	.	-1.1%	-4.2%
[36] Cn1nnnc1SCCNCc1ccc(Cl)cc1
 : -9.9	-5.6%	2.9%	8.4%	-6.2%	2.9	4.5%	-3.9%	-2.7%	-0.2%	-8.7%
